PTAP TSG101 blk: blocks PTAP/TSG101 interaction to inhibit HIV-1 budding; Fluorescence polarization, FITC-PTAP peptide / Tsg101 binding; 340,000 tested, under 10 active; Q99816; AID 493005; Potency, µM (series often up to 115 µM), for inactives: at the highest dose activity change, negative = inhibition, usual class: inhibitors; active means well fitted inhibition curve with a large enough effect in the main read-out, with a control signal flat, not every such curve was filed as active; inconclusive means small, poorly fitted or top-dose-only effect, or effect the other way, or a change in a side signal; inactive means no such curve, though single readings can be large or run the other way; further: potency means the concentration at half of the fitted maximal effect; % of control where 0% means no effect
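Fluorescence anisotropy tracks displacement of a FITC-tagged PTAP peptide (50 nM) from the Tsg101 binding domain (10 uM), following a 20 min room-temperature incubation at pH 7.5.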
ASM inhibitor: inhibitors of human secretory acid sphingomyelinase | placental ASM, HMU-PC fluorogenic substrate, 60 min | Potency, µM (titrated, usually from 57.5 µM), inactives show at the top dose activity change, negative = inhibition, usual class: inhibitors | hit rate 0.006% among 340,000; further: potency means the concentration at half of the fitted maximal effect
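Fluorescence read-out (Ex 386 nm, Em 447 nm) after stopping the reaction at pH 10. Enzyme: ASM from human placenta; substrate HMU-PC0, 9 uM final; 60 min, 37 °C. Compound preincubation 10 min, ambient temperature.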
TCR act: T cell receptor activation; primary human leukocytes, anti-CD3, IL-2 HTRF, 48 h; 330,000 tested, under 10 active; AID 504894; Potency, µM (doses to about 9.22 µM), for the others: top-dose activation of IL-2 secretion, most hits filed as activators; further: % of control where 0% means no effect
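48 hr co-incubation of compounds, a-CD3 beads and primary human leukocytes; IL-2 quantified homogeneously by HTRF with anti-IL-2 K and d2 conjugates.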
Menin-MLL TR inh: inhibitors of human menin-MLL interaction, mutant MLL peptide; Menin + Texas Red MLL mutant peptide, fluorescence polarization; AID 1768; O00255; hit rate 0.23% among 270,000; Potency, µM (titrated, usually from 61.6 µM), for the others: at the highest dose FP activity change, negative = inhibition, actives largely listed as inhibitors; active means well fitted inhibition curve with a large enough effect in the polarisation, with a control signal flat, not every such curve was filed as active; inconclusive means small, poorly fitted or top-dose-only effect, or effect the other way, or a change in a side signal; inactive means no such curve, though single readings can be large or run the other way; the % refers to the polarisation; further: potency means the concentration at half of the fitted maximal effect; % of control where 0% means no effect; many of its hits are not listed in these tables
Integrin act MD: integrin-mediated muscular dystrophy alleviation activation | alpha7betagal myoblasts, beta-gal FDG fluorescence, 48 h | Potency, µM (highest dose often 38.3 µM), for inactives: at the top dose activation, actives largely listed as activators | hit rate 0.064% among 350,000;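 further: potency means the concentration at half of the fitted maximal effect; 100% = response of the positive control SU9516; nearly all actives have a fitted effect of over 60% in size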
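Alpha7betagal+/- myoblasts (passage 13) were plated 16-24 hr, then exposed to compounds (1:260 dilution of DMSO stock) for 48 hours at 37C. After MPER lysis, β-galactosidase reporter activity was read as FDG fluorescence (ex 480/em 540) after 30 minutes.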
MBNL1 CUG block: MBNL1-poly(CUG) RNA binding inhibition | hit rate 0.036% among 280,000 | Potency, µM (titrated, usually from 57.5 µM), without a hit: top-dose activity change, negative = inhibition, hits mostly inhibitors | TR-FRET MBNL1-His/biotin-(CUG)12 binding, 665/545 ratio | Q9NR56; active means well fitted inhibition curve with a large enough effect in the signal ratio, with a control signal flat, not every such curve was filed as active; inconclusive means small, poorly fitted or top-dose-only effect, or effect the other way, or a change in a side signal; inactive means no such curve, though single readings can be large or run the other way; the % refers to the signal ratio; further: potency means the concentration at half of the fitted maximal effect; on the % scale 0 is the no-effect control and ±100 the full control effect
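TR-FRET between His-tagged MBNL1 and biotin-(CUG)12 RNA, detected with Tb anti-His antibody (0.055 ng/ul) and streptavidin-XL665 (5 nM), 60 min at room temperature. Compounds titrated 92 nM to 58 uM; 665/545 nm ratio normalized to buffer and complex controls.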
AT treatment: potential ataxia-telangiectasia treatment. AID 485349. hit rate 0.19% among 320,000. Potency, µM (highest dose often 57.5 µM), for the others: at the top dose activation, actives largely listed as activators. […] A-T fibroblasts, KAP-1 phosphorylation AlphaLISA; neocarzinostatin DNA damage 30 min before lysis; further: potency means the concentration at half of the fitted maximal effect; % of control where 0% means no effect; nearly all actives have a fitted effect of over 45% in size
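ATM-like activity read as KAP-1 phosphorylation via AlphaLISA donor/acceptor antibody pairs after lysis and 6 hr at 25C. Cells were ATM-null patient fibroblasts ([…], hTERT), dosed 60 min, then exposed to the DSB inducer NCS for 30 min.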
Mito fusion yeast: inhibitors of mitochondrial division or activators of mitochondrial fusion; S. cerevisiae fusion-defective mutant growth rescue, CellTiterGlo 48 h; AID 485298; Potency, µM (top dose mostly 46.1 µM), without a hit: at the highest dose growth rescue (activation), usual class: activators; hit rate 0.23% among 320,000;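 further: potency means the concentration at half of the fitted maximal effect; % of control where 0% means no effect; nearly all actives have a fitted effect of over 45% in size; temperature-sensitive fusion mutants such as fzo1-1 at 37 °C on non-fermentable ethanol glycerol medium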
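Compounds are tested for their ability to restore growth of mitochondrial fusion-defective yeast strains at non-permissive 37C in YPEG medium over 48 hours. Viability is quantified by luciferase luminescence.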
MLL CXXC-DNA inh: inhibitors of human MLL CXXC domain-DNA interaction; AID 2662; Potency, µM (doses to about 115 µM), for inactives: at the top dose activity change, negative = inhibition, actives largely listed as inhibitors; MLL-CXXC / FITC-HOXA9 DNA fluorescence polarization; Q03164; hit rate 0.037% among 290,000; active means well fitted inhibition curve with a large enough effect in the polarisation, with a control signal flat, not every such curve was filed as active; inconclusive means small, poorly fitted or top-dose-only effect, or effect the other way, or a change in a side signal; inactive means no such curve, though single readings can be large or run the other way; the % refers to the polarisation; further: potency means the concentration at half of the fitted maximal effect
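Purified MLL-CXXC (added from a 7 uM solution) was preincubated 5 min at ambient with pinned compounds in 50 mM Tris-HCl pH 7.5, 50 mM NaCl, 1 mM DTT, 0.05% BSA. Fluorescein-labeled HOX-A9 DNA (50 nM solution) followed, 30 min, then polarization read.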
TSHR antag: blocks TSH signaling through the human TSH receptor; activity change, negative = inhibition, % at 11.5 µM; AID 504810; P16473; TSHR-expressing cells, TSH-stimulated cAMP HTRF, 2 h; hits give low values; hit rate 0.2% among 330,000;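 active means activity change below a set negative limit, meaning inhibition stronger than a set level, cut at about -70% in these data; inconclusive means activity change between two set negative limits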; further: on the % scale 0 is the no-effect control and ±100 the full control effect
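Antagonism was scored as loss of TSH-driven cAMP in TSHR cells, stimulated with 4nM TSH (EC80) for 2 hours at 37 deg C and detected by homogeneous HTRF competition immunoassay.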
An asterisk follows results filed as active; ? = inconclusive; nt = no result given; [ ] = dose if it differs, or a comment. Unless noted, the call rests on the fitted dose curve; in most records, active means well fitted curve in the direction sought with a large enough effect; inconclusive means small, poorly fitted or top-dose-only effect, or another doubt; inactive means no such curve, though single readings can be large; an effect the other way counts as inactive or inconclusive.

canonical_smiles	PTAP TSG101 blk	ASM inhibitor	TCR act	Menin-MLL TR inh	Integrin act MD	MBNL1 CUG block	AT treatment	Mito fusion yeast	MLL CXXC-DNA inh	TSHR antag
COc1ccccc1NC(=O)c1ccccc1S(=O)(=O)c1ccccc1[N+](=O)[O-]	6%	-5%	-8%	7%	?	?	-2%	2%	43%[activator]	0
COc1ccc(S(=O)(=O)Nc2ccccc2C(=O)NC(C)C)cc1OC	-3%	4%	-5%	0%	2%	-3%	7%	-1%	-5%	-9
CCOc1ccccc1C(=O)N1CCCCC1C (stereo not drawn)	-5%	0%	0%	?	3%	-14%	3%	0%	-1%	3
CC(C)(C)OC(=O)N1CCOCCOCCN(C(=O)OC(C)(C)C)CCOCCOCC1	-5%	-1%	-1%	-13%	-16%	-3%	-6%	-4%	6%	10
COc1ccc(C(=O)COC(=O)C(CCSC)NS(=O)(=O)c2ccc(Cl)cc2)cc1 (stereo not drawn)	-1%	-4%	7%[46.1 µM]	7%	-14%	-7%	-1%	27%	4%	0
CCOC(=O)C(=CNc1cccc(C)c1C)C(=O)OCC	0%	-2%	9%	-19%	-50%[inhibitor]	6%	2%	-1%	2%	-23
O=C(Nc1ncccn1)c1cccc(Cl)c1	1%	-1%	-6%	nt	3%	nt	nt	nt	nt	nt
O=C(Nc1ccc(NC(=O)C2CC2)cn1)c1ccccc1	-2%	-1%	5%	5%	3%	0%	0%	0%	1%	2
O=C(Nc1ccc(S(=O)(=O)N2CCCCC2)cc1)C1CC(=O)N(c2ccccc2)C1 (stereo not drawn)	0%	-1%	2%	5%	-13%	-9%	2%	11%	-1%	-4
Cc1nn(-c2ccc([N+](=O)[O-])cc2)c(N)c1-c1ccccc1	0%	-1%	-6%	17%	-9%	?	0%	-12%	5%	-32
O=C(c1ccc([N+](=O)[O-])cc1)N(C1=NCCCCS1)c1ccccc1	-2%	-3%	nt	nt	-7%	19%	-1%	-3%	-4%	1
CCc1cc2c(SCC(=O)C(C#N)=C3N(C)c4ccccc4N3C)ncnc2s1	0%	-1%	-5%	-3%	18%	20%	9%	3%	1%	-7
CCc1c(C)c(C#N)c2nc3ccccc3n2c1Nc1c(C)n(C)n(-c2ccccc2)c1=O	-5%	13%	5%	2%	-13%	-6%	-5%	3%	18%	-10
COc1ccc(C2C=C(C)Nc3nc(SC)nn32)cc1 (stereo not drawn)	-4%	375%[activator]	-7%	-4%	-9%	11%	nt	0%	-16%	11
O=C(Nc1ccc2c(c1)C(=O)N(C1CCCCC1)C2=O)C1CCCO1 (stereo not drawn)	-3%	-1%	-6%	-14%	-8%	25%	2%	11%	1%	-7
N/C(=N/OC(=O)c1ccc(Cl)cc1)c1ncc([N+](=O)[O-])s1	0%	0%	4%	nt	-38%	8%	1%	-1%	5%	-1
N#CCc1c(C#N)c(N)nc(N2CCOCC2)c1C#N	-2%	0%	1%	nt	-5%	nt	nt	nt	nt	nt
C=CCN1C(=O)c2ccc(C(=O)N(C)CC(=O)Nc3ccccc3Br)cc2C1=O	-1%	-3%	-1%	nt	18%	?	4%	-1%	9%	-6
COC(=O)C1CCN(c2ccc(C(N)=O)cc2[N+](=O)[O-])CC1	0%	-3%	-5%[46.1 µM]	-13%	21%	?	-4%	2%	2%	3
CC(C)Cc1cc(C(=O)N2N=C(C(F)F)CC2(O)C(F)F)c2ccccc2n1 (stereo not drawn)	-1%	-5%	-2%[46.1 µM]	2%	-6%[7.66 µM]	-7%	-3%	6%	7%	54
Cn1c(=O)c(-c2cc(Br)ccc2N)nc2ccccc21	2%	-3%	-1%	?	-56%[inhibitor]	?	nt	12%	0%	8
CC(=O)Nc1ccc(S(=O)(=O)O)c(OC(C)=O)c1	-15%	-2%	4%	nt	-11%	nt	nt	nt	nt	nt
Cc1ccccc1NC(=O)c1ccc(C)c(S(=O)(=O)NCc2cccnc2)c1	-6%	-1%	0%	nt	0%	5%	18%	1%	9%	-12
COc1ccc(CC(=O)OCC(=O)NC(=O)NC2CCCCC2)cc1	-3%	-1%	-2%	-15%	5%	-4%	8%	7%	-4%	1
O=C(C1COc2ccccc2O1)N1CCN(c2ccccc2O)CC1 (stereo not drawn)	-7%	5%	-5%	nt	-8%	nt	-2%	0%	nt	-8
NCCCC[C@H](N)c1nnc([C@H](CCC(=O)O)NC(=O)C2CCNCC2)o1	-1%	7%	11%	-1%	-4%	-8%	10%	-2%	-21%	1
O=C(CNS(=O)(=O)c1ccccc1)N1CCN(Cc2ccccc2)CC1	1%	0%	1%	nt	6%	-4%	8%	-3%	-22%	-2
CCCCN1CC[C@H]2C=CC[C@@H](C(=O)Nc3nccs3)[C@H]2C1=O	0%	-2%	0%	nt	9%	nt	nt	nt	nt	nt
COc1ccc(C[C@H]2CN3C(=NC[C@@H]3Cc3ccc(O)cc3)N2C[C@H](C)NC(=O)c2ccc(C)c(Br)c2)cc1	-5%	-12%	8%	nt	-53%[inhibitor]	-13%	32%	-1%	28%	28
Cn1c(SCC(=O)Nc2cccc(F)c2)nnc1-c1cccnc1	-1%	-6%	-7%[46.1 µM]	-16%	16%	0%	3%	-3%	-1%	-6
O=C(NC(=S)Nc1cccnc1Cl)c1ccco1	-1%	1%	5%	-10%	-6%	-4%	-4%	16%	0%	1
CCn1cc(Br)c(C(=O)Nc2cccc(Cl)c2)n1	-7%	-2%	5%	20%	-15%	6%	4%	13%	6%	-7
CCN(CCNC(=O)CS(=O)(=O)Cc1nc(-c2cccc(OC)c2)oc1C)c1ccccc1	0%	-3%	0%	3%	-17%	1%	-14%	-2%	-3%	7
Cc1cc(Br)ccc1Nc1nc(N)nc(N)c1N=O	-4%	-5%	-5%	nt	10%	nt	nt	nt	nt	nt
CCOC(=O)[C@H]1[C@H]2COc3ccc(Br)cc3[C@@H]2N2C(=O)c3ccc(C)cc3NC(=O)[C@@]12C	-5%	5%	15%	nt	-35%	nt	21%	?	nt	-1
O=C(C1=C[C@@H](c2coc3ccccc3c2=O)C[C@@H](OCCCCO)O1)N1CCOCC1	0%	46%[activator]	6%	22%	15%	-9%	11%	-1%	?	4
O=C(CCSCCC(=O)Nc1c(F)c(F)c(F)c(F)c1F)Nc1c(F)c(F)c(F)c(F)c1F	1%	-9%	1%	-22%	3%	-2%	-2%	-2%	1%	-8
N#CCCCSC1=C(C#N)C(c2ccccc2Cl)CC(=O)N1 (stereo not drawn)	-3%	0%	2%	15%	-25%	15%	-1%	3%	6%	-3
O=S1(=O)CCN(Cc2cccc(Cl)c2)CC1	-1%	2%	5%	-2%	12%	-3%	-2%	1%	0%	23
COc1ccc2c(c1)O/C(=C\c1sccc1C)C2=O	-4%	35%	0%[46.1 µM]	13%	1%	13%	4%	8%	1%	-25
C=CCn1c2ccccc2c(=O)c2cc(C#Cc3cc(OC)cc(OC)c3)ccc21	4%	nt	-8%	nt	7%	nt	?	8%	nt	7
O=C(CNC(=O)c1ccc(Br)cc1)NCC(=O)OCc1ccc(Cl)cc1	-2%	2%	3%	0%	0%	-5%	-3%	6%	9%	2
CN(C(=O)COC(=O)c1ccc2c(c1)OCO2)c1c(N)n(Cc2ccccc2)c(=O)[nH]c1=O	0%	0%	-2%	nt	3%	nt	-3%	-10%	nt	11
Cn1c(=O)cc(OCCCC(=O)N2CCN(c3ccccc3)CC2)c2ccccc21	-6%	-1%	0%	?	-6%[7.66 µM]	4%	10%	2%	-1%	-5
Cc1cc(S(=O)(=O)N2CCOCC2)ccc1OCC(=O)NCc1ccco1	-3%	11%	-1%	-1%	-24%	0%	3%	5%	21%	10
CCC(=NCCc1c(C)[nH]c2ccccc12)C1=C(O)CC(c2ccccc2)CC1=O (stereo not drawn)	-5%	-4%	16%	-4%	-25%	nt	0%	?	9%	-8
Cc1oc2cc(Br)c(O)c(Br)c2c1C(=O)c1ccccc1	-2%	-7%	0%	33%[activator]	16%	2%	2%	2%	6%	-30
CCC(C)(C)C1CCC(=NNC(=S)Nc2ccccc2)CC1 (stereo not drawn)	-3%	-8%	nt	-11%	8%	8%	-2%	-2%	4%	-2
O=C(Nc1ccc2c(c1)CCC2)c1ccc(Cl)nc1	0%	-3%	1%	6%	-4%	-7%	-1%	4%	3%	-11

Screening data from PubChem.

These rows are one share of the data. The share of hits here may be higher or lower than overall.
